CCT chaperon mod – modulators of cytosolic chaperonin (CCT/TRiC) activity | purified chaperonin ATPase assay, HTRF ADP detection, 30 min | activity change, % (concentration not given with the values), hits read low | hit rate 0.3% among 360,000; in the data active = activity change below about -30%; note: % is set by controls: 0 for no effect and ±100 for the full control effect
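Nucleotide hydrolysis assay: TRiC at 20–40 nM final (set by batch activity) with 10 uM ATP, 30 min at 37 °C, in presence of 76 uM compound. Detection by competitive ADP HTRF, 30 min ambient.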
EPAC2 agonist – activates human EPAC2 exchange factor; EPAC2 activation, biochemical qHTS; response scale: 100% = 6.5 mM cAMP response; Potency, µM (series often up to 154 µM), inactives show at the top dose activation, actives largely listed as activators; hit rate 0.079% among 360,000; AID 720711; note: potency is the fitted concentration of half-maximal effect; nearly all actives have a fitted effect of over 50% in size
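Exchange assay: 100 nM EPAC2 with 250 nM Rap1B-BODIPY-GDP and 50 uM GDP. Fluorescence (ex 480/em 540 nm) read every 5 min for 30 min at room temperature. Data normalized to 6.5 mM cAMP as agonist control.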
PTHR1 ag – PTHR1 (human) receptor agonism | Q03431 | HEK293 GP2 PTHR1 cells, GloSensor cAMP luminescence, 1 h | Potency, µM (series often up to 115 µM), inactives show top-dose activation, hits mostly activators | hit rate 0.075% among 410,000; note: potency is the fitted concentration of half-maximal effect; nearly all actives have a fitted effect of over 55% in size; some results filed as inactive show a strong effect at the top dose; inactives centre near -15; many of its hits are not listed in these tables
Target sequence (Q03431 whole entry, looked up): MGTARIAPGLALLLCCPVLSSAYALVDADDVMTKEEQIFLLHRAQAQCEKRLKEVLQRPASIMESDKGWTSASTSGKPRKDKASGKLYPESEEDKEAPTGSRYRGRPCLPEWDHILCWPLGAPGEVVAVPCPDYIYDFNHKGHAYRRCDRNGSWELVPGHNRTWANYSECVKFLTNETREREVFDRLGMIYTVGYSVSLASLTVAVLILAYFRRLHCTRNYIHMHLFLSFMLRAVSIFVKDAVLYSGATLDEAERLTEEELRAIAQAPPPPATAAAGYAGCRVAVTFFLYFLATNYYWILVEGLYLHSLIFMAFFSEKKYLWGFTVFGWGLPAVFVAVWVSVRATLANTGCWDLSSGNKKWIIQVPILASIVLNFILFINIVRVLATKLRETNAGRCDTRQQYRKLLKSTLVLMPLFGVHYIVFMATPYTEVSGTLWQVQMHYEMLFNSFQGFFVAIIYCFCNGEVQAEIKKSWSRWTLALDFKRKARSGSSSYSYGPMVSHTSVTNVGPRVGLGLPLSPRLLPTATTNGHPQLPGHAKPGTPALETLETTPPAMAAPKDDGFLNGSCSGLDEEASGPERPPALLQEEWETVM
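HEK-293-derived GP2 cells expressing PTHR1 and a GloSensor cAMP reporter, 3,000/well, plated overnight, given luciferin plus IBMX (each 0.5 mM as added) for 1 h at 37 °C, then compound for 1 h at 37 °C. Luminescence was read after 15 min at room temperature.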
D3 ag – agonists of human D3 dopamine receptor; P35462; hit rate 0.58% among 410,000; D3R DiscoveRx beta-arrestin cells, luminescence, 90 min; max activation, %; AID 652048; in the data active = max activation above about 30%; note: 0% is about no effect; mostly tested at two doses, the higher about 12 µM
Target sequence (P35462 whole entry, looked up): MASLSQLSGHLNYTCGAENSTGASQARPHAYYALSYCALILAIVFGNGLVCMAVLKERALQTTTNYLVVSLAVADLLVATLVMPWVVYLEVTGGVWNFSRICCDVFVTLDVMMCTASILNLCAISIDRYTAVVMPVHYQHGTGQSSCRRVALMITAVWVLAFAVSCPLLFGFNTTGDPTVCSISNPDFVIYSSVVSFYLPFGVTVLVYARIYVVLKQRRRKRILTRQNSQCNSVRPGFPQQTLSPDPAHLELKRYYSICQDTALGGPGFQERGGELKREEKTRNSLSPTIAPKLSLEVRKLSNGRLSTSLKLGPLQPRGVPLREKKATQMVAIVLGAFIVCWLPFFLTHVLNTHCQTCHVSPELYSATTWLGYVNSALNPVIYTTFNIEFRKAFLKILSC
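Agonist mode: compounds and dopamine controls were applied to plated cells for 90 min at 37 degrees C after an overnight attachment at 1500 cells/well. Luminescent read-out followed 30 - 60 minutes at room temperature with DiscoveRx detection reagent.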
Akt phos inh – blocks phosphorylation of Akt | Neuro2A IGF-stimulated pAkt S473 HTRF, 20 min; stronger effect = lower value | AID 651550 | activity change, % for hits at 50 µM | hit rate 0.32% among 360,000; in the data active = activity change below about -80%; inconclusive = mostly about -51% to -80%; note: % is set by controls: 0 for no effect and ±100 for the full control effect
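Neuro2A cells in DMEM with 0.5% FBS, overnight at 37 deg C, given compound at single 50 µM final, then IGF (6 nM final) for 20 min at 37 deg C. Lysed; phospho-Akt Ser473 by HTRF after 24 h, 665/615 ratio.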
Mm-Cpn inhibitor – blocks the Methanococcus maripaludis chaperonin Mm-Cpn. hit rate 0.031% among 330,000. purified Mm-Cpn ATPase, ADP Transcreener TR-FRET. Potency, µM (series often up to 76.9 µM), for inactives: at the highest dose activity, negative = inhibition, hits mostly inhibitors. AID 504842; note: potency is the fitted concentration of half-maximal effect; % is set by controls: 0 for no effect and ±100 for the full control effect; nearly all actives have a fitted effect of over 80% in size
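ATPase turnover read by TR-FRET ADP competition (Eu cryptate antibody/ADP-d2, 665/590 nm): 10uM ATP final, 25nM Mm-CPN final, 30 min 37degC after 10-min compound preincubation, pH 7.4 Tris/KCl/MgCl2/DTT buffer.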
EPAC2 antagonist – blocks human EPAC2 exchange factor; Q8WZA2; EPAC2 GEF exchange of Rap1B-BODIPY-GDP, fluorescence; Potency, µM (doses to about 114 µM), inactives show at the highest dose activity, negative = inhibition, hits mostly inhibitors; hit rate 0.18% among 360,000; note: potency is the fitted concentration of half-maximal effect; % is set by controls: 0 for no effect and ±100 for the full control effect; nearly all actives have a fitted effect of over 45% in size; many of its hits are not listed in these tables
DRD3 antagonist – antagonists of human D3 dopamine receptor. P35462. D3R cells, DiscoveRx beta-arrestin luminescence, antagonist mode; stronger effect = lower value. max response, negative = inhibition, %. hit rate 2.5% among 360,000. AID 652054; in the data active = max response below about -50%; inconclusive = no clear call, values can overlap the other calls; note: % is set by controls: 0 for no effect and ±100 for the full control effect; mostly tested at two doses, the higher about 12 µM
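Cells expressing the human receptor were seeded at 1500 cells/well, incubated overnight at 37 degrees C in 5% CO2, then exposed to library compounds with dopamine controls for 90 minutes at 37 degrees C before luminescent detection.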
Numbers without * were called inactive; i = inactive; u = inconclusive; x = no result given; [ ] = another dose, or the depositor's remark. Unless noted, calls come from the whole dose curve; as a rule, active = well fitted curve in the direction sought with a large enough effect; inconclusive = small, poorly fitted or top-dose-only effect, or another doubt; inactive = no such curve, though single readings can be large; an effect the other way counts as inactive or inconclusive. This is a subset. The share of hits here may be higher or lower than overall.

Results follow in this order: CCT chaperon mod | EPAC2 agonist | PTHR1 ag | D3 ag | Akt phos inh | Mm-Cpn inhibitor | EPAC2 antagonist | DRD3 antagonist
- COC(=O)/C=C/C(=O)NCc1ccco1
 : -1.4 | 10% | -24%[57.5 µM] | 4 | i | -1% | 1% | 0
- COc1cc(NS(=O)(=O)c2c(C)[nH]c(C)c2C(=O)N2CCCC2)cc(OC)c1OC
 : -1.8 | -3% | i | 1 | i | 3% | 8% | 3
- CC(=O)N/C(=C\c1ccc(F)cc1)C(=O)NC(C(=O)O)C(C)C (stereo not drawn)
 : 0.0 | -5% | 17% | 2 | i | -3% | 18% | -3
- COc1ccc(NC(=S)N2CCN(S(=O)(=O)c3ccc(C)cc3)CC2)cc1
 : -1.5 | 16% | i | -3 | i | 2% | 3% | -15
- O=C1NC[C@H](CCCCN2C[C@H](Cc3ccc(O)cc3)N(CC3CCCCC3)C(=O)C2=O)N(CCc2ccc(O)cc2)C1=O
 : -3.0 | 4% | 8% | -3 | i | x | 2% | 3
- CCC(=O)Nc1nc(-c2cc([N+](=O)[O-])cs2)cs1
 : 1.6 | 8% | i | -3 | i | 35µM* | 0% | -8
- CC1C(=O)N(Cc2cn(Cc3ccco3)nn2)CCS(=O)(=O)N1Cc1ccc(-c2ccc(F)cc2)cc1 (stereo not drawn)
 : -9.1 | 2% | -30% | -2 | i | x | -10% | 15
- COC(=O)c1ccc(CS(=O)(=O)c2ccc(C)cc2)cc1
 : 0.3 | 1% | i | 3 | i | 2% | 6% | 22
- Cc1ccc(-c2nnc(Nc3ccc(C(=O)N(C)C)cc3)c3ccccc23)cc1S(=O)(=O)NCC1CCCO1 (stereo not drawn)
 : -0.6 | 9% | -4% | 0 | i | -5% | 20% | 15
- COC(CN1CCc2c(C)nc3c(C#N)cnn3c21)OC
 : -1.1 | -5% | 3% | 7 | i | 0% | 14% | -3
- Cc1ccc(-n2ccnc2SCC(=O)c2c(N)n(C3CC3)c(=O)[nH]c2=O)cc1C
 : -1.9 | -1% | i | 1 | i | 1% | 0% | 19
- COC(=O)C1=C[C@@H](C(=O)OC)[C@@H]2C3=C(C(=O)[C@@]2(C)NC(=O)c2ccccc2)[C@H](C)C(C(=O)OC)=C(C(=O)OC)[C@@H]3C1
 : -2.3 | 9% | i | 7 | i | x | 13% | 33
- COc1ccc(CNC(=O)C/C(C)=N/NC(=O)COc2ccccc2)cc1
 : -1.5 | 13% | i | 1 | i | -1% | 14% | 0
- COc1ccccc1NCc1ccc([N+](=O)[O-])s1
 : -2.1 | -6% | i | -7 | i | -5% | -1% | -27
- CCCC1c2ccc(C)n2CCN1C(=O)Nc1ccc(F)cc1 (stereo not drawn)
 : -0.8 | 19%[15.6 µM] | i | -4 | x | -3% | 2% | -11
- O=C(NCc1n[nH]c(=S)n1-c1ccccc1Cl)c1ccc(S(=O)(=O)N2CCCCC2)cc1
 : 1.4 | 3% | -14% | -12 | i | 1% | 1% | -26
- FC(F)(F)c1nc(NCc2cccnc2)c2ccccc2n1
 : 0.2 | 7% | i | 3 | i | -1% | -9% | 3
- O=C1CC(=O)OC(c2ccc([N+](=O)[O-])cc2)O1
 : 0.7 | 5% | -94% | -10 | i | x | -14% | -87*
- CC(=O)Nc1ccc(NC(=O)c2c(C)nn(Cc3ccccc3)c2Cl)cc1
 : 0.7 | 7% | -2% | 4 | i | 0% | 2% | 1
- COc1cc(C(=O)NC(C)c2ccccc2)ccc1OCC(=O)N1CCOCC1 (stereo not drawn)
 : 0.2 | 9% | i | 1 | i | 2% | 2% | 13
- CCOC(=O)c1ccc(NC(=O)CSc2nc(N3CCOCC3)nc(N3CCOCC3)n2)cc1
 : -1.2 | 1% | i | 7 | i | 1% | 2% | 5
- COC(=O)c1ccc(CSc2nnc(N)s2)cc1
 : 0.4 | -84%[inhibitor][15.6 µM] | i | 3 | x | -1% | 5% | 4
- CC(C)c1ccc(S(=O)(=O)N2CCN(C(=O)CN3C(=O)c4ccccc4C3=O)CC2)cc1
 : -0.7 | 2% | -4% | 4 | i | 0% | -2% | 15
- NNC(=O)c1ccccc1-n1cccc1
 : -0.5 | 12% | -18% | -2 | i | -1% | -13% | -2
- CN1CCc2c1nc1ccccc1c2N=C1CCCN1Cc1ccccc1
 : -2.3 | 16% | -6% | -4 | i | 0% | 1%[57.1 µM] | -11
- CCC(=O)N(CCc1ccccc1)Cc1cc2cccc(C)c2[nH]c1=O
 : 2.2 | -1% | i | 7 | i | -1% | 2% | -15
- Cc1cc(O)c(C2(C(F)(F)F)NCCNC2=O)cc1C (stereo not drawn)
 : -0.3 | -7% | i | -4 | i | 0% | 9% | 15
- Cn1c(SCC(=O)Nc2ccc(C(N)=O)cc2)nc2c(c1=O)SCC2
 : -1.9 | -9% | i | 2 | i | 1% | 5% | 8
- O=[N+]([O-])c1ccc(N2CCCCC2)s1
 : 1.6 | -7% | -12% | -6 | i | 0% | u | -23
- CC(=O)N[C@H]1[C@H](OC2CCCCC2)O[C@H](COC(C)=O)[C@@H](OC(C)=O)[C@@H]1OC(C)=O
 : 0.1 | 12% | i | 0 | i | 1% | 12% | 29
- CCN(CC)S(=O)(=O)c1ccc(OC(C)C)c(NC(=O)C2=COCCO2)c1
 : -2.5 | 4% | i | 5 | i | 1% | -1% | -1
- COCCNC(=O)COC(=O)c1cc(-c2ccc(OC)cc2)nc2ccccc12
 : 2.2 | -9% | i | -9 | i | 0% | u | 2
- CCOC(=O)[C@]12CCC=C1N(Cc1ccc(Cl)cc1Cl)C(=O)[C@H](CC(=O)NCc1ccc(OC)c(OC)c1)C2
 : -0.3 | 7% | -39%[inhibitor] | -4 | i | x | -15% | -23
- O=C(NCCCN1CCOCC1)C(=O)N/N=C/c1ccccc1
 : -2.8 | 11% | -5% | -5 | i | 2% | -6% | -12
- CN(C)CCCC(C)(O)C(C)(C)c1ccccc1 (stereo not drawn)
 : 0.8 | -4% | -21% | -9 | i | 1% | 0% | -7
- Cc1ccc(NC(=O)c2ccco2)cc1C
 : -4.3 | 4% | -3%[57.5 µM] | 6 | i | 1% | 2% | 18
- CCOC(=O)N1CCN(S(=O)(=O)c2ccc(C)c(C(=O)NC3CCCCC3)c2)CC1
 : -2.3 | -6% | i | 14 | i | -1% | 2% | 44
- CCCCC(c1nc2ccccc2[nH]1)n1c(-c2ccccc2)nc2ccccc21 (stereo not drawn)
 : 1.0 | -3% | -5% | 6 | i | x | -2% | 24
- Cc1ccccc1NC(=O)CN1C(=O)NC2(CCCCCCC2)C1=O
 : 2.8 | 9% | 8% | -7 | i | 0% | 5% | -13
- CCOc1cc(N2CCOCC2)c(OCC)cc1NC(=O)COC(=O)c1cccc2ccccc12
 : -3.0 | 0% | -59%[inhibitor] | 9 | i | 1% | -1% | 19
- COc1ccc(C(C)=O)cc1CSc1ccc(S(=O)(=O)N2CCOCC2)cn1
 : -14 | 14% | -22% | 7 | i | u | -16% | 4
- COc1cccc2c1OC[C@@H](CO)[C@H]2N(C)C(=O)Nc1ccc(Cl)cc1
 : 0.5 | 0% | i | -16 | i | 2% | 5% | 9
- COc1nccnc1NS(=O)(=O)c1ccc(N=Cc2c(C)[nH]n(-c3ccccc3)c2=O)cc1
 : 1.1 | 9% | -14% | -11 | i | -1% | -2% | u
- O=[N+]([O-])c1cccc(C2(O)COc3ccccc3O2)c1 (stereo not drawn)
 : 3.0 | 4% | -23% | -8 | i | 0% | 9% | -2
- CN(C)C(=O)c1ccc(SC(=S)NCc2ccccc2)cc1
 : -0.4 | 6% | -2% | 4 | i | x | 4% | -4
- Cc1ccc(C(=O)O/N=C(\N)c2cccnc2)cc1[N+](=O)[O-]
 : 0.4 | 7% | i | 9 | i | 3% | -2% | 1
- O=C(/C=C/c1ccccc1)N1CCN(c2cccc(Cl)n2)CC1
 : 0.3 | -12% | -1%[57.5 µM] | 3 | i | -2% | 7% | 2
- Cc1ccc(S(=O)(=O)N2CCCCC2)cc1NC(=O)[C@@H]1CCCN1C(=O)c1cccs1
 : 0.8 | -1% | -48% | -7 | i | 2% | 1% | 12
- COC(=O)c1ccc(COc2ccccc2/C=C(\C#N)C(=O)Nc2ccccc2C)cc1
 : -0.3 | -2% | i | 10 | i | 0% | 8% | -3
- O=C(NCc1cccs1)c1cc(-c2ccccc2)nn1CC1CC(c2cccc([N+](=O)[O-])c2)=NO1 (stereo not drawn)
 : -1.5 | 4% | i | -29 | i | x | 8% | 0
- CCC(=O)N(C)C[C@@H]1Oc2cc(Br)ccc2S(=O)(=O)N([C@@H](C)CO)C[C@@H]1C
 : -1.7 | 8% | 5% | -7 | i | x | 5% | 0
- CCOc1ccccc1-n1c(=S)sc2c(=O)n(-c3ccc(F)cc3)c(SCC(=O)O)nc21
 : -1.6 | 4% | i | -12 | i | 2% | -1% | 5
- CCOc1ccc(S(=O)(=O)NCCC(=O)NC2=NCCS2)cc1
 : 0.2 | 12% | -15% | 1 | i | -1% | -3% | 47
- O=C(CCC(=O)N1CCN(c2ccccn2)CC1)c1ccc(Cl)s1
 : -1.3 | 9% | -68%[inhibitor] | -10 | i | 0% | 0% | -7
- COc1cccc2cc(C(N)=O)oc12
 : 0.1 | 5% | u | 5 | i | -1% | 3% | -3
- O=C(NCc1ccco1)c1cc(-c2ccco2)on1
 : -1.5 | 14% | -9%[57.5 µM] | -6 | i | -3% | -2% | -27
- [O-][n+]1onc2c1CCC1N(O)C(c3ccccc3)CC21O (stereo not drawn)
 : -0.5 | 11% | i | -25 | i | -1% | -4% | -17
- CC(OC(=O)c1cccc(-n2cnnn2)c1)C(=O)Nc1ccc(F)cc1 (stereo not drawn)
 : -0.6 | 2% | -8% | -4 | i | 2% | -4% | -13
- CCOC(=O)C1CCN(C(=O)c2ccc(SC)cc2OC)CC1
 : 1.8 | 0% | -6%[57.5 µM] | 1 | i | 0% | 11% | -26
- Cc1nc(C(F)(F)F)ccc1C(=O)N1CCC1(C)C(=O)NCc1ccc(Cl)cc1 (stereo not drawn)
 : -1.5 | 10% | i | -7 | i | x | 4% | u
- Cc1ccc(S(=O)(=O)N2CCOCC2)cc1NC(=O)COC(=O)c1cc(=O)[nH]c2ccccc12
 : -1.5 | 8% | 7% | -2 | i | 0% | 8% | -2
- O=C1Nc2ccc(Cl)cc2C(=O)C1(F)c1ccccc1 (stereo not drawn)
 : 3.2 | -2% | i | 37* | i | 1% | 3% | 18
- O=C(CCc1nnc(-c2ccsc2)o1)N1CCc2c(Cl)cccc2C1
 : -0.6 | 2% | -31%[inhibitor] | 2 | i | -1% | -5% | 2

Source: PubChem BioAssay
